TCR act: activates T cell receptor signaling. Potency, µM (highest dose often 9.22 µM), for the others: at the top dose activation of IL-2 secretion, hits mostly activators. 330,000 tested, under 10 active. primary human leukocytes, anti-CD3, IL-2 HTRF, 48 h. AID 504894; further: % of control where 0% means no effect
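IL-2 produced over 48 hr by a-CD3 bead-stimulated primary human leukocytes exposed to compounds was detected with a homogeneous time-resolved FRET immunoassay, 665nm acceptor signal after 320nm excitation.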
S-ASM inh: inhibitors of human secretory acid sphingomyelinase | P17405 | 340,000 compounds, 0.006% hits | AID 504937 | Potency, µM (highest dose often 57.5 µM), inactives show top-dose activity change, negative = inhibition, usual class: inhibitors | placental ASM, HMU-PC fluorogenic substrate, 60 min; further: potency means the concentration at half of the fitted maximal effect
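Fluorogenic HMU-PC substrate (9 uM final) is turned over by placental ASM in 60 min at 37 C after a 10 min compound preincubation. Reaction ended by alkaline stop (pH 10), with fluorescence read at 386/447 nm.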
Mito fusion yeast: blocks mitochondrial division or promotes mitochondrial fusion. S. cerevisiae fusion-defective mutant growth rescue, CellTiterGlo 48 h. Potency, µM (doses to about 46.1 µM), for inactives: top-dose growth rescue (activation), hits mostly activators. 320,000 compounds, 0.23% hits. AID 485298;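 further: potency means the concentration at half of the fitted maximal effect; % of control where 0% means no effect; nearly all actives have a fitted effect of over 45% in size; temperature-sensitive fusion mutants such as fzo1-1 at 37 °C on non-fermentable ethanol glycerol medium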
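Yeast fusion mutant, YPEG (non-fermentable carbon), compound, 48 h at 37C non-permissive; CellTiterGlo added, 10 min RT, luminescence read. Rescued growth = division inhibition.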
BCR signal inh: chronic active BCR signaling inhibition; ABC-DLBCL IkBa-CBG/CBR reporter, luminescence ratio, 4 h; Potency, µM (doses to about 46.1 µM), for inactives: at the top dose ratio change, negative = lower green/red ratio, usual class: inhibitors; 340,000 compounds, 0.05% hits; active means well fitted inhibition curve with a large enough effect in the signal ratio, with a control signal flat, not every such curve was filed as active; inconclusive means small, poorly fitted or top-dose-only effect, or effect the other way, or a change in a side signal; the % refers to the signal ratio;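 further: potency means the concentration at half of the fitted maximal effect; plate controls were basal doxycycline-induced cells for no effect and cells given 10 µM MG132 for full effect; MG132 reads +100%, hits lower the ratio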
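Cell line TMD8 (human ABC DLBCL), stably expressing tet-inducible CBG68-IkBa fusion and CBR; IMDM/0.5% FBS; cpd up to 46 uM; dox induction, 4 h, 37C/5% CO2; dual luminescence; green/red ratio; MG132 control.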
ELG1 DNA repair: inhibitors of ELG1-dependent DNA repair in HEK293T cells; AID 504467; HEK293T ELG1-luciferase reporter, luminescence, 16 h; DNA damage induced by 5-fluorouridine; Potency, µM (highest dose often 46.1 µM), without a hit: top-dose activity change, negative = inhibition, actives largely listed as inhibitors; 330,000 compounds, 2.3% hits; further: potency means the concentration at half of the fitted maximal effect; on the % scale 0 is the no-effect control and ±100 the full control effect; nearly all actives have a fitted effect of over 55% in size
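Quantitative HTS, concentration-response format. 2,000 cells/well co-treated with 5-fluorouridine and compound, 16 hr in 5% CO2 at 37 °C; ONE-Glo luminescence read after 30 min.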
TSHR antagonist: blocks TSH signaling through the human TSH receptor. P16473. TSHR-expressing cells, TSH-stimulated cAMP HTRF, 2 h; hits give low values. activity change, negative = inhibition, % at 11.5 µM. 330,000 compounds, 0.2% hits;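 active means activity change below a set negative limit, meaning inhibition stronger than a set level, cut at about -70% in these data; inconclusive means activity change between two set negative limits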; further: on the % scale 0 is the no-effect control and ±100 the full control effect
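TSHR-expressing cells were treated with compounds, then stimulated with TSH at EC80 (4nM final) for 2 hours at 37 deg C. Cellular cAMP was measured by HTRF competition between lysate cAMP and cAMP-d2 for a cryptate-labelled anti-cAMP antibody.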
a7 integrin act: activators of alpha7 integrin expression for muscular dystrophy | alpha7betagal myoblasts, beta-gal FDG fluorescence, 48 h | Potency, µM (series often up to 38.3 µM), without a hit: top-dose activation, hits mostly activators | 350,000 compounds, 0.064% hits | AID 624291;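 further: potency means the concentration at half of the fitted maximal effect; 100% = response of the positive control SU9516; nearly all actives have a fitted effect of over 60% in size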
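alpha7betagal+/- myoblasts (passage 13, 250/well) treated 48 h at 37C with compounds at 1:260 dilution of DMSO stock. Lysed, then beta-galactosidase activity read as FDG fluorescence (ex 480/em 540) after 30 min, with pre-read for autofluorescence.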
Tb PFK inh: T. brucei PFK enzyme inhibition | O15648 | T. brucei PFK, ADP-Glo luminescence | Potency, µM (doses to about 57.5 µM), without a hit: top-dose activity, negative = inhibition, actives largely listed as inhibitors | 330,000 compounds, 0.17% hits | AID 485367;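 further: potency means the concentration at half of the fitted maximal effect; 0% = uninhibited 1x PFK enzyme wells and -100% = no-enzyme wells; nearly all actives have a fitted effect of over 60% in size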
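In TEA buffer at pH 8.0 with 5 mM MgCl2, enzyme (1.25 nM) converted F6P (0.5 mM) and ATP (0.1 mM) for 45 min at room temperature. ADP product was read by luciferase luminescence.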
TSG101-PTAP inh: blocks PTAP/TSG101 interaction to inhibit HIV-1 budding; Potency, µM (doses to about 115 µM), for the others: at the highest dose activity change, negative = inhibition, most hits filed as inhibitors; 340,000 tested, under 10 active; Q99816; Fluorescence polarization, FITC-PTAP peptide / Tsg101 binding; active means well fitted inhibition curve with a large enough effect in the main read-out, with a control signal flat, not every such curve was filed as active; inconclusive means small, poorly fitted or top-dose-only effect, or effect the other way, or a change in a side signal; inactive means no such curve, though single readings can be large or run the other way; further: potency means the concentration at half of the fitted maximal effect; % of control where 0% means no effect
Target sequence (Q99816 whole entry, looked up): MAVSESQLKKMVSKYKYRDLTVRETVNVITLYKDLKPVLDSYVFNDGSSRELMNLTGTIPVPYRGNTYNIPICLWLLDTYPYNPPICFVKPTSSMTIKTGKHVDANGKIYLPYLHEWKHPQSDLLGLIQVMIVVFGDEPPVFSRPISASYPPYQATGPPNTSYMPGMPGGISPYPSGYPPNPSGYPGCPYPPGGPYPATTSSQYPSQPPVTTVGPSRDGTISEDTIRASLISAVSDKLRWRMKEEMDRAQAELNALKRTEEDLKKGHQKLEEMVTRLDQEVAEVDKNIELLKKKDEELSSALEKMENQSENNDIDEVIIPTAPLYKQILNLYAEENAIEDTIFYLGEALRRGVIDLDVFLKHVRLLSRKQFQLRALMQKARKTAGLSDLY
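Steps: Tsg101 binding domain dispensed (10 uM final), compounds pinned in DMSO, FITC-labeled PTAP-motif peptide added (50 nM final); after 20 min binding at room temperature, polarization measured.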
Eya2 phos inh: inhibitors of human Eya2 phosphatase activity; recombinant Eya2, OMFP fluorescence dephosphorylation (OMFP is methylfluorescein phosphate); Potency, µM (doses to about 76.9 µM), inactives show at the top dose activity, negative = inhibition, most hits filed as inhibitors; 330,000 compounds, 0.006% hits; further: potency means the concentration at half of the fitted maximal effect; on the % scale 0 is the no-effect control and ±100 the full control effect
Target sequence (O00167 whole entry, looked up): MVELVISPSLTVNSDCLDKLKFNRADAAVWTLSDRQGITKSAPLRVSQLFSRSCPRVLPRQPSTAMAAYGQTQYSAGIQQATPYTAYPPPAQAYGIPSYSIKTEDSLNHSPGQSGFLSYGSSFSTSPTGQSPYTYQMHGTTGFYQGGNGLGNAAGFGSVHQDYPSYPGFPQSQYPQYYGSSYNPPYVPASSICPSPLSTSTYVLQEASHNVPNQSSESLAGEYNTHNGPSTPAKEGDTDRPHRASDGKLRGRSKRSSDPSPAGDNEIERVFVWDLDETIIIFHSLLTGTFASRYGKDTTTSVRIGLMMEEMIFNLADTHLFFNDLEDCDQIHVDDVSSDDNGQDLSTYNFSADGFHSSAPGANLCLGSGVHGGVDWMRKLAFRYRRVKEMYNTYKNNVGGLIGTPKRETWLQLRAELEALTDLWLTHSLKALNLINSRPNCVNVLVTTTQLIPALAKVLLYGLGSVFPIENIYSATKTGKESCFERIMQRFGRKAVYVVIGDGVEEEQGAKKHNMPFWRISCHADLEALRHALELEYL
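Eya2 protein (added as 0.2 uM solution) was preincubated with compound for 10 min at ambient temperature in 50 mM HEPES pH 7.5, 50 mM NaCl, 5 uM MgCl2, 0.05% BSA, 1 mM DTT. OMFP (added at 50 uM) then reacted 10 min; fluorescence read at 485/525 nm.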
A-T KAP1 phos: candidate therapy for ataxia-telangiectasia; Potency, µM (highest dose often 57.5 µM), without a hit: at the highest dose activation, most hits filed as activators; AID 485349; […] A-T fibroblasts, KAP-1 phosphorylation AlphaLISA; neocarzinostatin DNA damage 30 min before lysis; 320,000 compounds, 0.19% hits; further: potency means the concentration at half of the fitted maximal effect; % of control where 0% means no effect; nearly all actives have a fitted effect of over 45% in size
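ATM-like activity read as KAP-1 phosphorylation via AlphaLISA donor/acceptor antibody pairs after lysis and 6 hr at 25C. Cells were ATM-null patient fibroblasts ([…], hTERT), dosed 60 min, then exposed to the DSB inducer NCS for 30 min.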
* = called active by the depositor; i = inactive; ? = inconclusive; · = no result given; [ ] = another dose, or the depositor's remark. Unless noted, the call rests on the fitted dose curve; in most records, active means well fitted curve in the direction sought with a large enough effect; inconclusive means small, poorly fitted or top-dose-only effect, or another doubt; inactive means no such curve, though single readings can be large; an effect the other way counts as inactive or inconclusive.

SMILES	TCR act	S-ASM inh	Mito fusion yeast	BCR signal inh	ELG1 DNA repair	TSHR antagonist	a7 integrin act	Tb PFK inh	TSG101-PTAP inh	Eya2 phos inh	A-T KAP1 phos
O=C(c1cc(F)c(F)cc1Cl)N1CCN(S(=O)(=O)c2cccs2)CC1	-2.6%	-2.8%	5.8%	0.7%	12.5%	-4.2	2.7%	1.3%	-2.8%	-21.9%	-2.1%
COc1ccccc1NC(=O)/C=C/C(=O)O	-1.2%	8.8%	-2.2%	?	1.9%	-2.1	?	-2.3%	-1.5%	-5.5%	5.0%
CC(=O)OC[C@H]1O[C@@H](n2ccc(=O)[nH]c2=S)C(OC(C)=O)C1OC(C)=O (stereo partly drawn)	-93.8%	7.8%	3.1%	-0.6%	21.5%	3.1	-8.4%	0.3%	-3.6%	-1.8%	-3.3%
CC(C)Cn1[nH]c2c3c(ccc2c1=O)C(=O)c1ccccc1C3=O	-19.6%	-4.3%	-10.8%	23.1%	?	-7.8	-38.4%	1.2%	-6.1%	-12.3%	-14.2%
Cc1ccc(CSc2nnc(SCC(=O)N/N=C/C=C/c3ccccc3[N+](=O)[O-])s2)cc1	-8.2%[46.1 µM]	-6.7%	0.1%	-5.5%	?	-2.5	-35.6%	-0.4%	-5.9%	2.6%	-2.8%
O=C(O)CCn1cc(C2CC(c3ccccc3)=NN2c2ccccc2)c(-c2ccccc2)n1 (stereo not drawn)	-10.7%	i	?	?	12.4%	-7.5	?	-0.4%	-4.4%	-5.0%	9.0%
CN(C)c1nc(=Nc2cccc(Cl)c2)ss1	2.2%	1.5%	?	?	?	-4.4	-21.2%	-20.1%	-1.5%	14.1%	-9.9%
Cc1ccc(-c2ccc(CCC(=O)O)o2)cc1	-2.4%	4.2%	4.3%	-16.0%	?	-4.5	-11.1%	20.3%	-6.0%	-5.5%	-2.0%
COC(=O)CSC1=C(C#N)C(c2ccsc2)CC(=O)N1 (stereo not drawn)	-14.5%[46.1 µM]	-0.6%	-2.0%	-0.2%	?	-2.9	-9.9%	23.0%	-1.8%	-3.0%	1.9%
Cc1ccnc(NC(=O)CN2C(=O)c3ccccc3C2=O)c1	5.1%	-1.0%	?	?	-1.4%	-0.2	8.2%	4.2%	-0.4%	18.1%	1.6%
O=C(O)c1cn(-c2ccccc2)nc1-c1ccc(F)cc1	-1.6%	1.1%	15.2%	5.0%	0.6%	-14.0	-5.4%	4.7%	-3.4%	-2.8%	1.7%
O=C(CC(=O)c1ccccc1O)c1cccc(F)c1	5.0%	-6.2%	-2.4%	0.7%	0.4%	-7.2	31.3%	-0.3%	-1.8%	11.5%	8.3%
COCCNC(=O)CSc1nc2ccc(N3CCOCC3)cc2c(=O)n1CCc1ccccc1	2.0%	24.6%	5.0%	2.5%	-27.6%	-6.1	43.2%[7.66 µM]	6.0%	0.2%	1.8%	-3.7%
O=C(CSc1nnnn1-c1cccc2ccccc12)N1CCOCC1	-1.7%	1.9%	1.3%	0.3%	0.3%	-6.4	-13.4%	-3.5%	-10.5%	8.7%	2.5%
COc1cc(CC(=O)OCC(=O)N2CC(=O)Nc3ccccc32)cc(OC)c1OC	-0.1%	6.9%	-4.9%	0.7%	-5.2%	8.8	11.1%	2.3%	-3.6%	3.0%	-0.7%
O=[N+]([O-])c1cc([N+](=O)[O-])c(Oc2cncc(Cl)c2)cc1NC1CCCCCCC1	-0.6%	-10.6%	-0.3%	1.7%	?	4.6	-5.0%	-0.8%	-0.2%	2.5%	3.5%
Cc1cc(C)c(NC(=O)c2sc3nc4c(cc3c2N)C(=O)CC(C)(C)C4)c(C)c1	1.2%[46.1 µM]	-8.9%	12.6µM*	1.9%	-17.1%	0.7	-18.9%	-4.0%	-2.4%	2.4%	-2.0%
CC(NC(=O)c1ccc(NC(=O)CC2SC(N3CCCC3)=NC2=O)cc1)c1ccc(S(N)(=O)=O)cc1 (stereo not drawn)	·	-4.6%	-8.6%	0.4%	-6.1%	14.1	-44.1%	4.4%	-8.3%	7.9%	0.0%
COC(=O)c1c(NC(=O)c2nc3nc(C)cc(C(F)F)n3n2)sc2c1CCC2	-10.5%	-15.6%	3.1%	?	23.1µM*	-1.3	-0.7%	-3.4%	-3.1%	-1.5%	-6.3%
COC(=O)C1(Cc2cc(-c3cccc(Br)c3)no2)CCN(C(=O)OC(C)(C)C)CC1	0.1%	-1.6%	-0.1%	14.5%	-16.1%	6.3	-22.4%	0.2%	-3.9%	-18.8%	7.3%
COc1cccc(CNC(=O)CCNC(=O)Cn2ccc3ccccc3c2=O)c1	·	-1.6%	0.8%	3.6%	-2.4%	-13.1	-13.7%	1.7%	-2.1%	6.5%	9.1%
Cc1ccsc1C(=O)NNC(=O)c1cccc(S(=O)(=O)N2CCCC2)c1	1.4%	1.7%	1.2%	-4.6%	16.1%	5.5	-2.0%	-14.8%	-1.9%	-1.3%	-1.9%
Cc1cc(C)nc(SCc2ccc(C(=O)N/N=C/c3ccco3)cc2)n1	-4.7%	0.0%	2.1%	-13.4%	8.7%	-1.6	6.4%	2.6%	-7.6%	2.3%	0.9%
CCC(C)NC(=O)Cn1cc(S(=O)(=O)N2CCCC2)c(S(=O)(=O)N2CCCC2)c1 (stereo not drawn)	1.0%	6.0%	0.1%	3.2%	14.3%	23.0	13.2%	0.1%	-4.6%	3.4%	-8.3%
CC1CC(C)(C)CC2(C1)NC(=O)N(CC(=O)NCCc1ccc3c(c1)OCCO3)C2=O (stereo not drawn)	-16.1%	2.5%	-3.7%	-1.5%	6.3%	5.8	-20.1%	2.6%	-0.1%	-2.0%	-5.3%

2 compounds from above with just TSHR antagonist.
| canonical_smiles | TSHR antagonist |
| --- | --- |
| COc1ccccc1NC(=O)/C=C/C(=O)O | -2.1 |
| CC(=O)OC[C@H]1O[C@@H](n2ccc(=O)[nH]c2=S)C(OC(C)=O)C1OC(C)=O (stereo partly drawn) | 3.1 |

Continued:
SMILES	TCR act	S-ASM inh	Mito fusion yeast	BCR signal inh	ELG1 DNA repair	TSHR antagonist	a7 integrin act	Tb PFK inh	TSG101-PTAP inh	Eya2 phos inh	A-T KAP1 phos
Cc1cc(C(=O)NCc2cccc(Cl)c2)c2ccccc2n1	7.5%	-1.0%	2.0%	11.3%	15.0%	-1.7	19.8%	-8.9%	-0.1%	-1.3%	3.3%
CCCN1CCC(NC(=S)Nc2ccc(S(N)(=O)=O)cc2)CC1	1.4%	-2.1%	-1.6%	?	8.9%	25.0	9.6%	-5.1%	-2.8%	-3.5%	1.6%
COc1cc2[nH]c(=O)c(C(=O)NCCCN3CCOCC3)c(O)c2cc1OC	-5.9%	3.0%	0.0%	14.8%	?	13.8	5.1%	-1.8%	-1.1%	-5.8%	-0.8%
Cc1ccc2c(c1)N(S(=O)(=O)c1ccc(CN3C(=O)c4cccnc4C3=O)cc1)CCO2	0.9%	-4.5%	11.2µM*	-3.2%	?	27.0	-14.7%	-18.7%	-6.9%	-0.7%	-0.8%
O=C(CSc1ccccc1C(=O)N1CCN(c2ccc([N+](=O)[O-])cc2)CC1)N1CCCC1	-43.0%	-7.5%	·	-0.4%	14.6µM*	-21.2	3.0%	-4.6%	-1.3%	4.4%	2.7%
COc1ccc(C(=O)Nc2ccc(C(=O)N3CCCC3)cc2)cc1[N+](=O)[O-]	15.7%	-1.9%	0.3%	?	3.9%	13.3	20.4%	1.5%	0.7%	-14.7%	3.7%
CC(C)CC(NC(=O)C1CCC(=O)N1)C(=O)NC(CC(C)C)C(=O)N1CCCC1C(N)=O (stereo not drawn)	·	8.1%	1.4%	-0.7%	-2.6%	-0.6	-3.0%	-5.8%	0.7%	20.4%	1.6%
CCOC(=O)C1(CC)NC(c2ccco2)C2C(=O)N(CC)C(=O)C21 (stereo not drawn)	-6.9%	4.7%	-3.6%	1.7%	-0.3%	10.0	11.8%	1.4%	-5.8%	4.3%	-5.8%
